# Mm-Cpn inhibitor: Inhibitors of TCP-1 ring complex (TRiC) of Methanococcus maripaludis (MmCpn): qHTS; Chaperonin Mm-Cpn (Methanococcus maripaludis); purified Mm-Cpn ATPase, ADP Transcreener TR-FRET; Potency, µM (doses to about 76.9 µM), without a hit: at the top dose activity, negative = inhibition, actives largely listed as inhibitors; hit rate 0.031% among 330,000; also: potency is read from the fitted curve at half-maximal effect; % is scaled to controls: 0 for no effect and ±100 for the full control effect; nearly all actives have a fitted effect of over 80% in size
#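 TR-FRET (320 nm excitation; 590 and 665 nm emission) reports ADP made from 10 uM ATP by 25 nM enzyme; compounds were preincubated 10 min, reaction run 30 min, both at 37°C.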
# Abeta rescue: qHTS for compounds that reverse cellular toxicity of Amyloid beta (A-beta) peptide in yeast: Primary Screen; yeast expressing A-beta42, growth rescue, OD600, 48 h; response scale: 0% DMSO, 100% iron-clioquinol control; Potency, µM (titrated, usually from 46.1 µM), inactives show at the highest dose growth rescue, usual class: activators; hit rate 0.063% among 410,000; also: potency is read from the fitted curve at half-maximal effect; nearly all actives have a fitted effect of over 55% in size
#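 Yeast growth medium received pinned compounds, then yeast cells expressing toxic A-beta were added; plates incubated at 30 C for 48 hr. Growth read as absorbance at 600 nm, normalized to DMSO and equimolar FeCl3 plus clioquinol controls.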
# GLP-1R inv ag: qHTS of GLP-1 Receptor Inverse Agonists (Inhibition Mode) | Glucagon-like peptide 1 receptor (Homo sapiens), P43220 | HEK293 GLP-1R CRE-luciferase, luminescence, 24 h; GLP-1R form is constitutively active | Potency, µM (series often up to 38.3 µM), for the others: top-dose activity change, negative = inhibition, usual class: inhibitors | hit rate 1.6% among 410,000; also: potency is read from the fitted curve at half-maximal effect; % is scaled to controls: 0 for no effect and ±100 for the full control effect; nearly all actives have a fitted effect of over 55% in size
# Target sequence (P43220 whole entry, looked up): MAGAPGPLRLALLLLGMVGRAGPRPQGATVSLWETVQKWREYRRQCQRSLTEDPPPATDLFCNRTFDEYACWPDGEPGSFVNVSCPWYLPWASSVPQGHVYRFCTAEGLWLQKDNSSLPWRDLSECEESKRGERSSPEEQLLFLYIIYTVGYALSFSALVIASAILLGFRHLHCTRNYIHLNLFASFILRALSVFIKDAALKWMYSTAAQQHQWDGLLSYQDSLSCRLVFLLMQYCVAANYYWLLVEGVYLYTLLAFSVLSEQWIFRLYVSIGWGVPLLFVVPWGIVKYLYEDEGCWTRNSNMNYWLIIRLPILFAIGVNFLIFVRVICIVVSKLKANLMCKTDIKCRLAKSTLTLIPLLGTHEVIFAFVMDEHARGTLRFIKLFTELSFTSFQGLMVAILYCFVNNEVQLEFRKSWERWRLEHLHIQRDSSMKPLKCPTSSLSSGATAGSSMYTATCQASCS
#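 qHTS in 1536-well format: reporter HEK293 cells expressing constitutive GLP-1R activity in DMEM + 10% Nu serum, 24 hr with compounds at 37 deg C, luminescence read after 12 min with detection reagent.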
# PTHR1 ag: qHTS for PTHR1 Agonists: Primary Screen; HEK293 GP2 PTHR1 cells, GloSensor cAMP luminescence, 1 h; Potency, µM (highest dose often 115 µM), for the others: at the highest dose activation, hits mostly activators; hit rate 0.075% among 410,000; also: potency is read from the fitted curve at half-maximal effect; nearly all actives have a fitted effect of over 55% in size; some results filed as inactive show a strong effect at the top dose; inactives centre near -15; many of its hits are not listed in these tables
# Target sequence (Q03431 whole entry, looked up): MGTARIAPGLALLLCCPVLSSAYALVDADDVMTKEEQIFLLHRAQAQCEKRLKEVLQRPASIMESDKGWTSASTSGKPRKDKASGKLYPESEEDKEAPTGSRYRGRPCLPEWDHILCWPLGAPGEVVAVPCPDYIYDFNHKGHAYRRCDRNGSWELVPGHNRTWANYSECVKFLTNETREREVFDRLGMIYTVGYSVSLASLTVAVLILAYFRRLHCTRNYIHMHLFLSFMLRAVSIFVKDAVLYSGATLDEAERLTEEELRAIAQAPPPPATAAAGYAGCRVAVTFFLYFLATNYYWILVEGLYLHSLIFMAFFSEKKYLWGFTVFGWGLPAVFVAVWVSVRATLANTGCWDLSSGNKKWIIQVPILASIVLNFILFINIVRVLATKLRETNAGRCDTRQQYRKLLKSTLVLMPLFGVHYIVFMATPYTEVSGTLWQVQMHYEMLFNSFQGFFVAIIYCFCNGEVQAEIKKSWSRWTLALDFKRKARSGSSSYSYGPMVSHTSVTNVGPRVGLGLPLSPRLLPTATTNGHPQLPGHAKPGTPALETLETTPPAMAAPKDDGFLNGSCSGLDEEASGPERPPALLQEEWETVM
#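 HEK-293-derived GP2 cells expressing PTHR1 and a GloSensor cAMP reporter, 3,000/well, plated overnight, given luciferin plus IBMX (each 0.5 mM as added) for 1 h at 37 °C, then compound for 1 h at 37 °C. Luminescence was read after 15 min at room temperature.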
# FUS suppressor: qHTS for Suppressors of FUS Proteinopathy: Primary screen using FUS-linked yeast assay. S. cerevisiae FUS-expressing, growth rescue, OD600, 24 h. Potency, µM (top dose mostly 76.6 µM), inactives show top-dose growth rescue (activation), hits mostly activators. hit rate 0.24% among 390,000;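 also: potency is read from the fitted curve at half-maximal effect; plate controls were DMSO vehicle for no effect and reference control for full effect; nearly all actives have a fitted effect of over 55% in size; some results filed as inactive show a strong effect at the top dose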
#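 Quantitative HTS measuring growth restoration of FUS-toxic yeast. Galactose-induced cells (OD 0.005) were exposed 24hr at 30C to compounds at several concentrations, then absorbance at 600 nm was recorded.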
# HEK293 tox: qHTS of GLP-1 Receptor Inverse Agonists: Cytotox Screen; Potency, µM (highest dose often 38.3 µM), for inactives: top-dose activity change, negative = inhibition, hits mostly inhibitors; AID 624418, 2012; hit rate 0.13% among 410,000; HEK293 cAMP-luciferase reporter cells, luminescence, 24 h;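 also: loss of luciferase light is scored as toxicity; potency is read from the fitted curve at half-maximal effect; % is scaled to controls: 0 for no effect and ±100 for the full control effect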
#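 A 23 nL compound transfer followed 12 hours of cell culture at 37 deg C; exposure then lasted 24 hr. Luciferase assay detection reagent was dispensed and plates read for luminescence after a 12 min room-temperature wait.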
# TDP43 rescue: qHTS of TDP-43 Inhibitors | TDP-43 expressing yeast growth rescue, BacTiter-Glo, 24 h | Potency, µM (highest dose often 46.1 µM), inactives show at the top dose growth rescue (activation), most hits filed as activators | hit rate 1.8% among 410,000; also: potency is read from the fitted curve at half-maximal effect; % of control where 0% means no effect; nearly all actives have a fitted effect of over 50% in size
#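 Luminescence from BacTiter-Glo reports growth of TDP-43-expressing yeast after 24 hr at 30 deg C with compound. Cells were raffinose-pregrown to mid-log, then seeded in galactose medium at OD600=0.02.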
# pAkt inh: HTS Assay for Inhibitors of Akt Phophorylation: Primary Screen | AID 651550, 2012 | activity change, % for hits at 50 µM | hit rate 0.32% among 360,000 | Neuro2A IGF-stimulated pAkt S473 HTRF, 20 min; active compounds read low; in the data active = activity change below about -80%; inconclusive = mostly about -51% to -80%; also: % is scaled to controls: 0 for no effect and ±100 for the full control effect
#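 Single-point screen (50 µM final compound) in Neuro2A cells stimulated 20 min with 6 nM IGF at 37 deg C. After lysis, Ser473-phosphorylated Akt read by HTRF (ex 330 nm, em 615/665 nm) as the 665/615 ratio.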
# aSyn yeast inh: qHTS of alpha-syn Inhibitors. Yeast expressing alpha-synuclein, growth rescue, BacTiter-Glo, 24 h. Potency, µM (highest dose often 46.1 µM), for inactives: at the top dose growth rescue (activation), most hits filed as activators. hit rate 0.14% among 370,000. AID 652106, 2013; also: potency is read from the fitted curve at half-maximal effect; % of control where 0% means no effect; nearly all actives have a fitted effect of over 65% in size
#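 Readout is rescue of growth in alpha-synuclein-expressing yeast, so inhibitors of toxicity appear as activators. Growth after 24 hr at 30 deg C in galactose medium is quantified by luminescence.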
# Active calls of the source: *; i = inactive; ? = inconclusive; . = not tested or not shown; & = joins results of further samples; [ ] = another dose, or the depositor's remark. Unless noted, calls follow the shape of the dose curve; as a rule, active = well fitted curve in the direction sought with a large enough effect; inconclusive = small, poorly fitted or top-dose-only effect, or another doubt; inactive = no such curve, though single readings can be large; an effect the other way counts as inactive or inconclusive. This is a subset. The share of hits here may be higher or lower than overall.
SMILES,Mm-Cpn inhibitor,Abeta rescue,GLP-1R inv ag,PTHR1 ag,FUS suppressor,HEK293 tox,TDP43 rescue,pAkt inh,aSyn yeast inh
Cc1ccc(Nc2nc(N)nc(CN3CCN(C)CC3)n2)cc1,-1%,9%,19%,i,4%,3%,14%,i,-7%
CN(C)S(=O)(=O)c1cccc(NC(=O)COc2ccc(C(=O)c3ccccc3)cc2)c1,-14%,-6%,?,-31%[inhibitor],44%,10%,-5%,i,-2%
CCN(C[C@H]1N[C@@](Cc2ccccc2)(C(=O)OC)[C@H]2C(=O)N(C)C(=O)[C@@H]12)C(=O)Nc1ccc(F)cc1,-1%,1%,14%,-9%,6%,-4%,13%,i,9%
CCOC(=O)c1ccccc1NC(=O)c1n[nH]c(=O)c2ccccc12,-2%,-1%,15%,0%,-32%,-5%,20%,i,8%
CC(OC(=O)c1ccc([N+](=O)[O-])o1)C(=O)Nc1nc(-c2ccc(F)c(F)c2)cs1 (stereo unspecified),1%,-84%[inhibitor],-20%,-54%,15%,6%,-91%[inhibitor],i,-47%[inhibitor]
N#Cc1ccc(-c2ccc(F)cc2)nc1Sc1ccc(F)cc1,-2%,3%,2%,i,3%,4%,20%,i,5%
O=C(Nc1ccccc1)c1cccc(S(=O)(=O)NC2CCCC2)c1,0%,2%,?,-15%,24%,-1%,-1%,i,0%
NC(=O)CC(NC(=O)Cc1cccc2ccccc12)c1ccc(NCCc2ccc(F)cc2)c([N+](=O)[O-])c1 (stereo unspecified),0%,2%,15%,-29%,-8%,1%,4%,i,-2%
O=C(Nc1nnc(C2CC2)s1)C1COc2ccccc2O1 (stereo unspecified),0%,-6%,?,-30%,17%,-5%,1%,i,-11%
O=C(NCCc1ccccc1)c1ccnc(/C=N/O)c1,0%,-14%,15%,-20%,4%,-15%,-20%,i,0%
CCn1cc(C(=O)NCc2ccccc2OC)c(=O)c2ccc(C)nc21,-2%,-5%,3%,i,-9%,0%,-2%,i,-3%
O=C(Nc1cccc(Cl)c1)C1CCN(c2nc3ccccc3nc2C(F)(F)F)CC1,.,2%,-23%,-13%,-1%,-4%,8%,.,.
CCc1c(C)sc(NC(=O)c2cc(-c3cc(OC)ccc3OC)on2)c1C#N,0%,4%,0%,-1%[57.5 µM],7%,-10%,-16%,i,-7%
Nc1c(C(=O)NC2CC2)c2nc3ccccc3nc2n1-c1ccc2c(c1)OCO2,-1%,30%,0%,i,-4%,-7%,13%,i,-12%
CC(=O)c1ccc(NC(=O)C2CCN(S(=O)(=O)c3ccc4c(c3)N(C(C)=O)CCO4)CC2)cc1,3%,18%,10%,-19%,3%,-6%,5%,i,1%
CS(=O)(=O)c1ccc(C(=O)Nc2cc(S(C)(=O)=O)ccc2Cl)cc1,-4%,-4%,2%,-11%,-15%,8%,18%,i,-6%
CNC(=O)C1CCC(Cn2c(=O)c3sccc3n(CC(=O)NCc3ccccc3)c2=O)CC1 (stereo unspecified),.,-21%,9%,?,-4%,11%,-9%,.,.
Nc1cnn(C2CCCO2)c(=O)n1 (stereo unspecified),-9%,0%,-2%,i,-24%,14%,-16%,i,-1%
O=C(Nc1nncs1)c1cc(-c2ccco2)nc2ccccc12,-2%,15%,14%,i,34%,-3%,-16%,i,12%
CCOC(=O)c1c(CCl)nc2ccccc2c1-c1ccccc1,0%,-12%,7%,-14%,17%,-4%,24%,i,-11%
C=C(C)C(=O)Nc1cccc(C2=NOC3(C2)C[C@H](C(N)=O)N(C(=O)C(c2ccccc2)c2ccccc2)C3)c1 (stereo partly specified),-1%,-2%,6%,-3%,?,4%,-1%,i,2%
O=C(COC(=O)c1ccccc1C(=O)c1ccccc1)NCCc1ccc(Cl)cc1Cl,0%,-5%,?,-4%,27%,-11%,-16%,i,12%
COc1ccc(NC(=S)NC2CCCCCC2)c(OC)c1,3%,22%,?,-8%,.,?,?,i,3%
CC(NC(=O)CNC(=O)c1ccccc1F)c1ccc(-n2ccnc2)cc1 (stereo unspecified),1%,-5%,14%,-5%,-16%,2%,12%,i,1%
O=C(Nc1ccccc1)Nc1ccc(S(=O)(=O)N2CCCCC2)cc1,-1%,11%,?,-36%[inhibitor],11%,-33%,6%,i,-9%
CNc1oc(-c2ccc(C)cc2)nc1P(=O)(c1ccccc1)c1ccccc1,-3%,6%,?,i,33%,-33%,6%,i,9%
CC1CC(C)CN(C(=O)C(Cc2ccccc2)n2cccc2)C1 (stereo unspecified),2%,25%,?,-6%,4%,-6%,-6%,i,0%
Nc1ccc(N2CCCCC2)c(Cl)c1,-1%,4%,-29%,i,-5%,0%,-5%,i,0%
CCc1ccc(NC(=O)CCn2cccc2)cc1,1%,3%,-19%,i,36%,0%,?,i,-3%
O=C1c2ccccc2NC(c2ccccc2)N1c1ccc(O)cc1 (stereo unspecified),-2%,12%,-16%,i,1%,-23%,-8%,i,4%

# Taken from above.
# O=C1c2ccccc2NC(c2ccccc2)N1c1ccc(O)cc1 (stereo unspecified) @ HEK293 tox = -23%
# CCc1ccc(NC(=O)CCn2cccc2)cc1 @ HEK293 tox = 0%

# Continuation:
SMILES,Mm-Cpn inhibitor,Abeta rescue,GLP-1R inv ag,PTHR1 ag,FUS suppressor,HEK293 tox,TDP43 rescue,pAkt inh,aSyn yeast inh
NS(=O)(=O)c1ccc(NC(=O)CN2CCCCC2)cc1,1%,25%,8%,-15%[57.5 µM],-18%,4%,0%,i,4%
CCN(CC(=O)Nc1ccc(OC)c(Cl)c1)CC(=O)NC(C)C,1%,-8%,66%[activator],i,14%,-3%,-10%[9.22 µM],i,-5%
Cc1ccc2nc(/C(C#N)=C\c3ccc(N4CCOCC4)o3)[nH]c2c1,-7%,-15%,16%,-3%,.,78%[activator],13%,i,7%
NC(=O)c1sc2nc(-c3cccs3)ccc2c1N,?,-9%,183%[activator],i,10%,57%[activator],10%,i,11%
OC(CN1CCN(c2cccc(Cl)c2)CC1)C(c1ccccc1)c1ccccc1 (stereo unspecified),2%,-21%,?,-4%,-9%,-2%,4%,i,1%&-6%
COc1ccc(C2(CNC(=O)C(=O)Nc3ccc(C)c(Cl)c3)CCCC2)cc1OC,.,1%,2%,-4%,-19%,0%,17%,.,.
O=C(c1ccc(Cl)cc1)n1nc(-c2ccccc2)nc1NCc1ccco1,.,4%,15%,i,-15%,14%,23%,.,.
CCCCc1ccc(NC(=S)N2CCCC(CO)C2)cc1 (stereo unspecified),0%,21%,?,-26%,-8%,7%,23%,i,-6%
O=C(CCSc1ccc(Br)cc1)c1ccc(O)cc1,2%,12%,?,-18%,-16%,-18%,11µM*,i,2%
COc1cc(C)c(C)cc1S(=O)(=O)N1CCN(Cc2ccccc2)CC1,0%,17%,?,i,33%,24%,-13%,i,-3%
Cn1nnnc1SCc1cc(=O)n2ccsc2n1,0%,0%,7%,-9%[57.5 µM],2%,-11%,-20%,i,-12%
CCc1onc(C)c1C(=O)Nc1ccc(N2CCOCC2)cc1,-9%,-11%,6%,-20%,-20%,3%,15%,i,9%
CCC(=O)N1CCCc2cc(S(=O)(=O)N3CCC(C(=O)Nc4ccc(C#N)cc4)CC3)ccc21,.,0%,-1%,-5%,-22%,2%,-15%,.,.
O=C(COc1ccc(/C=N/NC(=O)c2ccncc2)cc1)Nc1ccc([N+](=O)[O-])cc1,0%,-3%,12%,i,0%,-9%,-15%,i,-8%
Cc1c(C(=O)c2ccc3c(c2)OCO3)ccc2c1OCO2,.,-11%,-19%,-3%,.,-6%,18µM*,i,5%
COc1ccc(CCNC(=O)Cn2nnc(-c3cccc(OC)c3OC)n2)cc1OC,?,10%,44%[activator],-3%[57.5 µM],13%,1%,0%,i,5%
CCN(CC)c1ccc(NC(=O)Cn2c(C(C)NC(=O)c3ccccc3)nc3ccccc32)cc1 (stereo unspecified),-1%,12%,0%,i,.,-11%,29%,i,0%
Cn1c(=O)n(C)c2cc(NC(=O)COc3ccc(F)cc3F)ccc21,1%,-8%,43%[activator],-24%,-8%,0%,13%,i,5%
CCCCNC(=O)C1(C)CCCCN1C(=O)c1cncc(Br)c1 (stereo unspecified),.,-2%,-23%,i,-20%,3%,12%,i,-2%
Cn1nc(-c2ccccc2)cc1NC(=O)[C@@H]1O[C@H](CO)[C@H](O)[C@H](O)[C@H]1O,.,-14%,23%,-29%,-17%,2%,14%,i,1%
NC(=O)C1CCN(C(=O)COc2ccc(S(=O)(=O)NCc3ccccc3)cc2Cl)CC1,1%,7%,0%,i,.,8%,12%,i,2%
CN1CCN(S(=O)(=O)c2cccc(C(=O)Nc3nc(-c4ccccc4)cs3)c2)CC1,0%,-24%,?,-94%[inhibitor],.,3%,-6%,i,-2%
